CHT block – human CHT choline transport inhibition. Q9GZV3. CHT-expressing cells, membrane potential dye, choline response; stronger effect = lower value. B-score at 10 µM. 310,000 tested, 0.86% active;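 active = B-score over 3 SD under the library average, and starting fluorescence ratio not unusually high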;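 also: choline stimulus applied at its EC90 after an EC20 pre-addition; B-score computed on integrated fluorescence ratio after choline addition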
Target sequence (Q9GZV3 whole entry, looked up): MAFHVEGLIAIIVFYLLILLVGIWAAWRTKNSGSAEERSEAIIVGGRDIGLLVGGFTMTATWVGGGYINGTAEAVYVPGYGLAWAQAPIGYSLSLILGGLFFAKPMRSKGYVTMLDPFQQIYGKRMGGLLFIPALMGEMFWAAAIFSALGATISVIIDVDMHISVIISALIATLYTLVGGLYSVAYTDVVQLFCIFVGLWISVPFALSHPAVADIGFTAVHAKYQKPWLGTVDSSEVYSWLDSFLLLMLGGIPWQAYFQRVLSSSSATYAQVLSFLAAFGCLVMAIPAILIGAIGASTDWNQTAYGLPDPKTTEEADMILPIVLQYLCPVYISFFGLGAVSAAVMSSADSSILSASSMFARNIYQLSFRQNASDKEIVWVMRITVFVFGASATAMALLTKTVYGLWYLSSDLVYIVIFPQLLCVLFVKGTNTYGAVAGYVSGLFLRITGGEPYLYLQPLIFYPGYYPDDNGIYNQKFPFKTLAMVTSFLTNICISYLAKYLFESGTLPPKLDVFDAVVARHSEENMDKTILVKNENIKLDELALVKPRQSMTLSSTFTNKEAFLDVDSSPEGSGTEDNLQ
Kir21 inh – Kir2.1 (mouse) channel inhibition; 310,000 tested, 0.85% active; HEK293-Kir2.1, FluxOR thallium flux fluorescence; stronger effect = lower value; B-score at 10 µM; AID 1672; P35561;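 active = fluorescence ratio B-score at or below minus 3 SD of library scores, with starting-brightness B-score within 2 SD, cut at about -4.2 in these data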;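 also: channel flux triggered by added potassium and thallium sulfate stimulus; B-score of peak minus minimum fluorescence over baseline after thallium stimulus; more negative B-score means stronger Kir2.1 block with less thallium influx; some compounds called inactive have numbers as strong as hits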
Target sequence (P35561 whole entry, looked up): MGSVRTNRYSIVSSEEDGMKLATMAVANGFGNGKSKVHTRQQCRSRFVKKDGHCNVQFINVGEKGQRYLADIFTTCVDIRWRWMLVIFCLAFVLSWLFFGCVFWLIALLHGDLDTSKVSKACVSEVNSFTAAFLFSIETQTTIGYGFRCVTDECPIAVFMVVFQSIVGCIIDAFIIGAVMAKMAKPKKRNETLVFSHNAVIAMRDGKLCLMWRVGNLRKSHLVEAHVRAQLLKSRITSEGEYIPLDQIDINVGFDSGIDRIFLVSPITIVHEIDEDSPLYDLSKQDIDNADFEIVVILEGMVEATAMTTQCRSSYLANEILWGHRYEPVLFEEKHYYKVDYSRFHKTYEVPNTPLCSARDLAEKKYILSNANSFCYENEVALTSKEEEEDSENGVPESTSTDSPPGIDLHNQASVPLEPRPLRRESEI
* hit, by the source's call; i = inactive; nt = no result given; & = joins results of further samples.

Below each SMILES: CHT block, Kir21 inh
O=C(COC(=O)C1C2CC3OC(=O)C1C3C2)Nc1ccc(Br)cc1 (stereo not given)
 : i, 1.2
C[C@@H](CSc1ccccc1)CN1CC[C@H](O)CCC1=O
 : i, -2.43
COc1ccccc1Cn1c(=S)[nH]c2ccc(F)cc2c1=O
 : i, 0.08
C/C(=N\Nc1nc2ccccc2nc1C)c1ccccc1O
 : i, 1.14
CN1CCN(CC(=O)Nc2ccc(OCc3ccccc3)cc2)CC1
 : i, -1.1
CCOc1ccc2nc(NC(=O)/C=C/c3ccc4c(c3)OCO4)sc2c1
 : i, 0.11
Cc1cc(OCC(=O)Nc2sc3c(c2C#N)CC(C)(C)NC3(C)C)c(C(C)C)cc1Cl
 : i, -1.53
COC(=O)N1[C@H](C)C=C[C@]1(Cc1ccccc1)C(=O)OC
 : i, -1.3
C=C(C)C1CC=C(C)/C(=N/NC(=O)C2CC2c2ccccc2)C1 (stereo not given)
 : i, -0.15
N#C/C(=C\c1ccccc1C(=O)O)c1nc2ccccc2[nH]1
 : i, -0.75
CCOc1ccc(OCC(=O)Nc2ccc(S(N)(=O)=O)cc2)cc1
 : i, -0.87
O=C(COc1ccc([N+](=O)[O-])cc1Cl)NCCc1ccccc1
 : i, 0.55
Cc1ccc(NS(=O)(=O)c2ccc(C(C)(C)C)cc2)cn1
 : i, -0.94
CCCN1C(=O)/C(=C/c2ccc(OCC(=O)OCC)cc2)NC1=S
 : nt, 0.91
CCOc1ccc(S(=O)(=O)Nc2nc3ccc(OC)cc3s2)cc1
 : i, -0.56
CCSc1nc2c(c(=O)[nH]c(=O)n2C)n1Cc1ccc(Cl)cc1
 : i, nt
CCn1c(=O)c(=O)[nH]c2c(=O)oc3ccc(S(=O)(=O)Nc4ccc(OC)cc4)cc3c21
 : i, 0.06
CC(=O)N1CCc2cc(S(=O)(=O)NCc3ccc(C)cc3)ccc21
 : i, 1.63
C/C=C/C=C/C(=O)[C@@H]1[C@@H]([C@]2(C)OC(=O)C(C)=C2O)[C@H]2/C(=C(O)/C=C/C=C/C)C(=O)[C@]1(C)C(=O)C2(C)O (stereo not given in full)
 : i, 0.69
C#CC[N+]1(CC#Cc2ccccc2)CCCCC1
 : -9.64*, -1
O=C(CNCc1ccc(F)cc1)Nc1ccccc1-c1ccccc1
 : i, -0.05
CSc1nc2nc3c(cc2c(=O)n1-c1ccccc1)COC(C)(C)C3
 : i, 0.03
COc1ccccc1Nc1nc(Cl)nc(NC(C)(C)C)n1
 : i, 0.74
CCC(C)c1c(O)nc(SCC(=O)N2CCOCC2)[nH]c1=O (stereo not given)
 : i, 0.3
COc1cc(C)c(S(=O)(=O)NOCc2ccccc2)c(C)c1C
 : i, -7.11*
COCC1CCN(C(=O)c2cc(COc3ccc(OC)c4ccccc34)on2)C1 (stereo not given)
 : i, -0.06
CCN1CCN(CC(=O)N2N=C(c3ccc(OC)cc3)CC2c2ccc(OC)cc2)C(=O)C1=O (stereo not given)
 : i, -0.03
CCC(C(=O)Nc1ccccc1Cl)n1nc(C)c2c(C)n(-c3ccccc3)nc2c1=O (stereo not given)
 : i, 1.56
N#Cc1c(NC(=O)c2ccc(Br)o2)n(-c2ccccc2)c2nc3ccccc3nc12
 : i, -2.25
Oc1ccc(N2CCN(C(c3ccncc3)c3nnnn3C3CCCC3)CC2)cc1 (stereo not given)
 : i, 0.49
COc1ccc2nc(C)cc(SCC(=O)Nc3c(C)cc(C)cc3C)c2c1
 : i, 0.91
CCn1c(=O)n(-c2ccc(Cl)cc2)c(=O)c2c3c(sc21)COC(C)(C)C3
 : i, -1.27
CC(C)CC(NC(=O)OC(C)(C)C)C(=O)O (stereo not given)
 : i, 0.57
Cc1cc2cc(C)c3nnc(SCC(=O)NCc4ccc5c(c4)OCO5)n3c2cc1C
 : i, -0.02
CCOc1ccc(NC(=O)c2cc(S(=O)(=O)N3CCCCC3)c[nH]2)cc1
 : i, -1.22
CCNC(=O)CNC(=O)c1nn(Cc2ccccc2)c(=O)c2ccccc12
 : i, -0.27
O=C(CN1CCCCCC1)Nc1cccc(Br)c1
 : i, 1.24
Cc1cc(C)nc(SC2CC(=O)N(c3ccc(Cl)cc3)C2=O)n1 (stereo not given)
 : i, -1.83
CC(C)CN(C(=O)COC(=O)Cc1ccc(Cl)cc1)c1c(N)n(Cc2ccccc2)c(=O)[nH]c1=O
 : i, 2.64
CCOc1ccc(NC(=O)N2CCc3ccccc3C2)cc1
 : i, 2.46
COc1cccc(NC(=O)COc2ccc(C)cc2)c1
 : i, nt
CCn1cc(CN2CCN(C)C(CCO)C2)c2ccccc21 (stereo not given)
 : i, 1.77
COc1cccc(C(=O)NC2CCN(CC(=O)NCc3ccccc3OC)CC2)c1
 : i, -0.27
COc1ccc2c(C)c(C(=O)NCC(C)O)oc2c1OC (stereo not given)
 : i, 2.03
COc1ccc2[nH]c(C(=O)O)c(NC(=O)c3ccccc3[N+](=O)[O-])c2c1
 : i, -0.14
COc1cccc(CN2CCC(n3nccc3NC(=O)CCOc3ccccc3)CC2)c1O
 : i, 0.01
COc1cc(CNCCCN2CCOCC2)c(Br)cc1OCC(=O)Nc1ccccc1C
 : i, 1.08
CCC1=NN(C(=O)c2ccccc2Br)C(O)(c2ccc(Br)cc2)C1 (stereo not given)
 : i, -0.44
COc1ccc(-c2oc(/N=C/N3CCCC3)c(C#N)c2-c2ccc(OC)cc2)cc1
 : i, -1.25
COc1ccc(CN=Nc2cc(C)nc(NS(=O)(=O)c3ccccc3Cl)n2)cc1
 : i, -0.17
Cc1ccc2nsnc2c1NC(=O)CCl
 : i, -0.5
Cc1ccc(C)c(NC(=O)c2ccc[n+](Cc3ccc([N+](=O)[O-])cc3)c2)c1
 : i, -0.44
CC(C)(C)c1cc(NC(=O)c2ccco2)no1
 : i, 0.83
CC(OC(=O)c1ccccc1Oc1ccccc1)C(=O)NC1CC1 (stereo not given)
 : i, -1.3
COC(=O)[C@]1(CC(C)C)N[C@H](c2ccc(-c3ccc(Cl)c(Cl)c3)cc2)[C@@H]2C(=O)N(C)C(=O)[C@@H]21
 : i, -1.3
Cc1cccc(NC(=S)N/N=C/c2ccc(Cl)c([N+](=O)[O-])c2)c1
 : i, 0.26
CC1=CC2=NC(=O)CC(C)(C(=O)N(CC(=O)NC3CCCC3)Cc3ccccc3)N2C=C1 (stereo not given)
 : i, 0.02
Cc1ccc([N+](=O)[O-])cc1S(=O)(=O)N(C(=O)c1ccncc1)c1ccc2oc3c(c2c1)CCCC3
 : i, 1.49
Cc1ccc(C(C)(C)NC(=O)C2CCC(=O)N(Cc3ccccc3F)C2)cc1 (stereo not given)
 : i, 3.21
N#CC1(NC(=O)COc2ccc(S(=O)(=O)N3CCCC3)cc2[N+](=O)[O-])CCCCC1
 : i, 1.88

Further entries
Below each SMILES: CHT block, Kir21 inh
COc1ccc(C2CC(c3ccccc3)=NN2C(=O)COC(=O)c2nc3nccc(C)n3n2)cc1 (stereo not given)
 : i, 0.35
COc1cc(CN2CCCCCC2)cc(OC)c1O
 : i, -1.48
CN(C)CCNC(=O)NC(=O)c1ccc(Cl)cc1
 : i, -0.95
O=C(Cc1ccc(S(=O)(=O)N2CCOCC2)s1)N1CCN(c2ccc(C(F)(F)F)cc2[N+](=O)[O-])CC1
 : i, -0.35
C=C(C)CNC(=S)Nc1cccc(S(=O)(=O)NC2=NCCC2)c1
 : i, 1.09
Cc1ccc(CNCc2ccccc2Cl)cc1
 : i, 0.72
COc1ccc(OC)c(NC(=O)COc2ccc(S(=O)(=O)N3CCCC3)cc2)c1
 : i, -0.32
Cc1ccccc1C(=O)NC(NC(=S)Nc1ccc(S(N)(=O)=O)cc1)C(Cl)(Cl)Cl (stereo not given)
 : i, -1.61
Cc1cc(C)c(OCC(=O)OCC(=O)NC2CCC(C)CC2)c(C)c1 (stereo not given)
 : i, 0.35
CC(C)C(C)(C#N)NC(=O)CSc1nncn1-c1ccccc1 (stereo not given)
 : i, -0.19
COc1ccc(CNC(=O)CSc2nc3nc(C)cc(C)n3n2)cc1
 : i, 1.22
Cc1ccccc1C(=O)N1CCN(c2ccc([N+](=O)[O-])c(NCc3ccco3)c2)CC1
 : i, -1.21
COc1ccc(CNS(=O)(=O)NCc2ccc(C)cc2)cc1
 : i, -0.94
CCn1ncc(C2=NOC(C(=O)NCC(C)C)C2)c1C (stereo not given)
 : i, 1.76
Nc1nncn1C(=O)c1ccccc1Cl
 : i, -0.25
COc1cccc(CC2(CO)CCCN(Cc3[nH]c4ccc(C)cc4c3C)C2)c1 (stereo not given)
 : i, -1.73
CCOc1ccc(C(=O)NCc2ccco2)cc1Cl
 : i, 0.85
COC(=O)c1c(NC(=O)c2ccccc2OC)sc(C(=O)N2CCOCC2)c1C
 : i, -0.45
COc1cccc(C(=O)O/N=C(\N)Cc2ccc(Cl)cc2)c1
 : i, -1.53
COc1cccc(NC(=O)C(c2ccccc2)N2CCN(c3ccccn3)CC2)c1 (stereo not given)
 : i, 0.74
O=C(Nc1ccc([N+](=O)[O-])cn1)C1CCCCC1
 : i, 1.4
O=C(COC(=O)c1cnccn1)Nc1ccc2c(c1)OCO2
 : i, -1.29
Cc1ccc(S(=O)(=O)c2ccccc2)cc1S
 : i, -2.26
Nc1nc(Cn2nnc(-c3ccccc3Cl)n2)nc(N2CCOCC2)n1
 : i, 1.9
Nc1cn(C2OC(CO)C(O)C2O)c(=O)[nH]c1=O (stereo not given)
 : i, 0.65
Cn1nnc(NC(=S)NC(=O)c2ccc(-c3ccc(Br)cc3)o2)n1
 : i, 0.56
CC(=O)Nc1ccc(NC(=O)CSc2nnc(-c3cccs3)n2C)cc1
 : i, -1.08
COc1cc(C(C2=C(O)CC(C)(C)CC2=O)C2C(=O)CC(C)(C)CC2=O)cc(OC)c1OC (stereo not given)
 : i, -0.99
CC(NC(=S)Nc1ccc(Cl)cc1)C(c1ccccc1)N1CCOCC1 (stereo not given)
 : i, 0.22
COc1ccccc1CNC(=O)COC(=O)C1CCN(S(=O)(=O)c2ccccc2)CC1
 : i, -0.14

Single records, from the list above. Order of screens: CHT block, Kir21 inh
CC(C)CC(NC(=O)OC(C)(C)C)C(=O)O (stereo not given) in the list: i, 0.57
C=C(C)C1CC=C(C)/C(=N/NC(=O)C2CC2c2ccccc2)C1 (stereo not given) in the list: i, -0.15
O=C(CNCc1ccc(F)cc1)Nc1ccccc1-c1ccccc1 in the list: i, -0.05

Some of the entries above, set out differently:
> COc1cccc(NC(=O)C(c2ccccc2)N2CCN(c3ccccn3)CC2)c1 (stereo not given)
  CHT block = i
  Kir21 inh = 0.74
> O=C(Nc1ccc([N+](=O)[O-])cn1)C1CCCCC1
  CHT block = i
  Kir21 inh = 1.4
> O=C(COC(=O)c1cnccn1)Nc1ccc2c(c1)OCO2
  CHT block = i
  Kir21 inh = -1.29
> Cc1ccc(S(=O)(=O)c2ccccc2)cc1S
  CHT block = i
  Kir21 inh = -2.26

(next part)
Below each SMILES: CHT block, Kir21 inh
CCOC(=O)CNC(=O)CSc1nc(C)cc(C)c1C#N
 : i, -0.6
CCOC(=O)C1(CCOc2ccccc2)CCN(Cc2cc(OC)c3c(c2)OCO3)CC1
 : i, -1.34
Cc1ccc(S(=O)(=O)N(CCCO)CC(O)CON=C2c3ccccc3-c3ccccc32)cc1 (stereo not given)
 : i, 1.64
COc1ccc(S(=O)(=O)NCC(=O)NC2CC2)cc1OC
 : i, -3.37
Brc1cnc(N2CCOCC2)nc1N1CCCCC1
 : i, -1.57
O=C(CCC(=O)NC1CCCCC1)N/N=C/c1ccncc1
 : i, 0.64
O=C(O)c1c(-c2ccccc2)nnc2ccccc12
 : i, 1.39
CCCCOc1ccc(C(=O)Oc2cc(C)[nH]c(=O)c2[N+](=O)[O-])cc1
 : i, -1.66
Cc1ccccc1CC(=O)N1CCCC1
 : i, -1.07
COc1ccc(NS(=O)(=O)c2cc3c(cc2C)N(C)CCO3)c(OC)c1
 : i, -0.95
COC(=O)c1cc(=O)nc2sc(-c3ccc(F)cc3)nn12
 : i, 0.62
Cc1cc(C(=O)CSc2nnc3c(Cl)cc(Cl)cn23)c(C)n1C
 : i, -0.57
Cn1c2ccccc2c(=O)c2ccc(C#CC3(O)CCCCC3)cc21
 : i, -0.01
Cc1ccc(N2C(=O)c3cccc(Oc4ccc(Cl)cc4)c3C2=O)c(C)c1
 : i, -0.06
Cn1c(=O)c(=O)n(C)c2cc(S(=O)(=O)N3CCCC3C(=O)NCc3cccnc3)ccc21 (stereo not given)
 : i, 1.05
COc1ccc(S(=O)(=O)N2CCN(S(=O)(=O)c3ccc(C(F)(F)F)cc3)CC2)cc1C
 : i, -0.04
CCNc1nc(SCCOc2ccc(Br)cc2)nc(N(C)C)n1
 : i, -0.1
CCOC(=O)C1=C(c2ccccc2)ON(C)C1c1ccccc1 (stereo not given)
 : i, -1.38
COC(=O)C1=C(C)N(CCc2c[nH]c3ccccc23)C(=O)/C1=C\N(C)C
 : i, -0.33
CCOc1ccc(CCNC(=O)CCNS(=O)(=O)c2ccc(Br)cc2)cc1OCC
 : i, -1.42
N#Cc1c(N)nc(SCC(=O)OCc2ccccc2)c(C#N)c1-c1ccco1
 : i, -0.79
NC(=O)CN1CCCC1c1ccc2c(c1)OCCO2 (stereo not given)
 : i, 0.31
CSCCC(NS(=O)(=O)c1ccc2c(c1)oc(=O)n2C)C(=O)NC1CCCCC1 (stereo not given)
 : i, -0.55
Cc1ccc(NC(=O)C(=O)NC(C)C2COc3ccccc3O2)cc1 (stereo not given)
 : i, -1.77
CN1CCc2c(C#N)c(N3CCCCC3)nc(NCc3ccccc3)c2C1
 : i, 0.02
O=C1OCc2cc(-n3cccc3)ccc21
 : i, -0.05
NC(N)=NC(=O)c1nc(Cl)c(N)nc1N
 : i, -0.3&-1.42&0.44
COc1ccc(NS(=O)(=O)c2cn(C)cn2)c(OC)c1
 : i, 2.51

Screens: PubChem, Johns Hopkins Ion Channel Center
